Assay outcomes (PubChem)
BAZ2B block = inhibitors of human BAZ2B bromodomain. Q9UIF8. actives 4.4% (n = 360,000). AlphaScreen BAZ2B-H3K14Ac peptide displacement. Potency, µM (doses to about 114 µM), for inactives: at the highest dose activity change, negative = inhibition, most hits filed as inhibitors. AID 504333; also: potency is read from the fitted curve at half-maximal effect; % is scaled to controls: 0 for no effect and ±100 for the full control effect; nearly all actives have a fitted effect of over 60% in size
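BAZ2B (50 nM) with biotin-H3(5-23)K14Ac peptide (50 nM) in PBS pH 7.4, 0.01% Tween-20, preformed 30 min, then compound 30 min at room temperature; top concentration 110uM. AlphaScreen streptavidin donor/nickel chelate acceptor beads (10 ug/mL final), 20 min dark, signal read.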
JMJD2A Tudor inh = blocks the human JMJD2A Tudor domain; AlphaScreen JMJD2A-Tudor / H3K4me3 peptide binding; AID 504339; O75164; actives 4.4% (n = 390,000); Potency, µM (doses to about 114 µM), for the others: at the top dose activity change, negative = inhibition, usual class: inhibitors; also: potency is read from the fitted curve at half-maximal effect; % is scaled to controls: 0 for no effect and ±100 for the full control effect; nearly all actives have a fitted effect of over 50% in size
ERG-DNA inh = ERG Ets/DNA interaction inhibition | P11308 | fluorescence polarization, His-ERG Ets domain / labelled DNA | Potency, µM (doses to about 76.9 µM), for inactives: at the top dose FP activity, negative = inhibition, most hits filed as inhibitors | actives 0.028% (n = 370,000); active = well fitted inhibition curve with a large enough effect in the polarisation, with a control signal flat; inconclusive = small, poorly fitted or top-dose-only effect, or effect the other way, or a change in a side signal; inactive = no such curve, though single readings can be large or run the other way; the % refers to the polarisation;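 also: polarization taken with two DNA probes labelled with fluorescein and Texas red; potency is read from the fitted curve at half-maximal effect; % of control where 0% means no effect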
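His-tagged ERG Ets domain (1 uM in the protein solution; 300mM KCl, 50mM Tris-HCl, 1mM EDTA, 1mM DTT, pH 7.5) received compound, then a probe mix of 5 nM fluorescein-DNA and 100nM Texas-615-DNA. Fluorescence polarization was read for both dyes.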
Pin1 inhibitor = inhibitors of human Pin1; Pin1 FP peptide displacement, HiFluor488, 10 min; actives 0.009% (n = 390,000); Potency, µM (top dose mostly 115 µM), without a hit: at the highest dose activity, negative = inhibition, most hits filed as inhibitors; active = well fitted inhibition curve with a large enough effect in the polarisation, with a control signal flat, not every such curve was filed as active; inconclusive = small, poorly fitted or top-dose-only effect, or effect the other way, or a change in a side signal; inactive = no such curve, though single readings can be large or run the other way; the % refers to the polarisation; also: potency is read from the fitted curve at half-maximal effect; % is scaled to controls: 0 for no effect and ±100 for the full control effect
Target sequence (Q13526 whole entry, looked up): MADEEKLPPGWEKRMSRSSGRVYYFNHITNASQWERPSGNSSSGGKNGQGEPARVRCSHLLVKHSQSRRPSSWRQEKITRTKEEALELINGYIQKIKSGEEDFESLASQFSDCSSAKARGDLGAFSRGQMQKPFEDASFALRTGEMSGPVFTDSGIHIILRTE
PI4K2A inh = PI4K2A (human) kinase inhibition. Q9BTU6. purified PI4K2A, ADP-Glo luminescence, 1 h; hits give low values. activity change, negative = inhibition, % at 76.9 µM. actives 0.13% (n = 420,000). AID 1346378; in the data active = activity change below about -50%; inconclusive = mostly about -30% to -49%;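 also: -100% = wells without enzyme as full effect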
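PI4K2A activity was measured by ADP-Glo luminescence: enzyme (4 ug/mL stock) and phosphatidylinositol (1.2 mM stock) in Tris pH 7.5/MgCl2/EGTA/Triton X-100 buffer were reacted with ATP (300 microM stock) for one hour at ambient temperature.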
GLS inh = glutaminase GLS (human) inhibition; AID 624170; actives 0.21% (n = 410,000); Potency, µM (highest dose often 45.5 µM), for inactives: at the top dose activity change, negative = inhibition, usual class: inhibitors; GLS enzymatic activity, qHTS titration; also: potency is read from the fitted curve at half-maximal effect; % is scaled to controls: 0 for no effect and ±100 for the full control effect
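Glutamate formation by hKGA was monitored fluorometrically using coupled glutamate oxidase, HRP and Amplex Red. Substrate was added as 1 mM L-glutamine solution; incubation was 30 min at RT after an initial read.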
G9a block = inhibitors of human histone lysine methyltransferase G9a. AID 504332. Potency, µM (series often up to 102 µM), inactives show at the top dose activity, negative = inhibition, most hits filed as inhibitors. actives 8.8% (n = 350,000). G9a H3K9 monomethylation, AlphaScreen, 2 h. Q96KQ7; also: potency is read from the fitted curve at half-maximal effect; % is scaled to controls: 0 for no effect and ±100 for the full control effect; nearly all actives have a fitted effect of over 75% in size
Target sequence (Q96KQ7 913-1193 limits assumed): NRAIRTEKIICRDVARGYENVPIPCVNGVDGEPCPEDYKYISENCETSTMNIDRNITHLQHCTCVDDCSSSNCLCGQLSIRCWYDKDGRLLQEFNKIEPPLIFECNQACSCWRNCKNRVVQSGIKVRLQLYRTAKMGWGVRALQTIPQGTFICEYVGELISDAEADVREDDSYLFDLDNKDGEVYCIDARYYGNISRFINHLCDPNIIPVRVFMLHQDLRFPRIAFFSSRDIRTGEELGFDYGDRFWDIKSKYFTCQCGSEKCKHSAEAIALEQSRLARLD
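AlphaScreen detection with an anti-monomethyl H3K9 antibody quantified product after a 2 h room-temperature reaction containing 500 nM biotinylated H3K9 peptide, 20 µM SAM and 20 nM enzyme, which had been preincubated 15 min with compound.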
PGK inhibitor = blocks T. brucei phosphoglycerate kinase. actives 0.043% (n = 380,000). PGK/GAPDH coupled, Kinase-Glo luminescence, 60 min. P07378. AID 602233. Potency, µM (series often up to 57.5 µM), inactives show at the highest dose activity change, negative = inhibition, actives largely listed as inhibitors; also: potency is read from the fitted curve at half-maximal effect; % is scaled to controls: 0 for no effect and ±100 for the full control effect; nearly all actives have a fitted effect of over 60% in size
Target sequence (P07378 whole entry, looked up): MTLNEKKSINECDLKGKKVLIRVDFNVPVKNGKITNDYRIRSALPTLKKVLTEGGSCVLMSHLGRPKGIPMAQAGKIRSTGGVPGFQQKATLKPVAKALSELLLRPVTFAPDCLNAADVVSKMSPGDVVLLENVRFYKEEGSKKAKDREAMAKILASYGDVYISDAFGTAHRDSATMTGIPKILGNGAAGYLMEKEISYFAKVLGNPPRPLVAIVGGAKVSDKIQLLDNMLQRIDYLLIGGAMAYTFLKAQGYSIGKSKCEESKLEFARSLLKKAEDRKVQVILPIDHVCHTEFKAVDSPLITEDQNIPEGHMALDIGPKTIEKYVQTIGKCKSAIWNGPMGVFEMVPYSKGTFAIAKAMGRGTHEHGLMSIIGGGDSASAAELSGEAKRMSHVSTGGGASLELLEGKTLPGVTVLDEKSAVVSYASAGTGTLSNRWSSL
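Recombinant glycosomal PGK reaction used 1,3-bisphosphoglycerate generated in-well by GAPDH (100nM final) in 100mM TEA pH 7.6, 5mM MgCl2, 0.01% Tween-20. After 60 minutes at room temperature, ATP was read by Kinase-Glo Plus luminescence end-point.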
HP1b binding inh = inhibitors of HP1-beta chromodomain binding to methylated histone tails; P83916; AlphaScreen HP1-beta / biotin-H3K9me3 peptide binding; actives 0.56% (n = 390,000); AID 540317; Potency, µM (top dose mostly 114 µM), without a hit: top-dose activity change, negative = inhibition, usual class: inhibitors; also: potency is read from the fitted curve at half-maximal effect; nearly all actives have a fitted effect of over 70% in size; inactives centre near 23
Target sequence (P83916 whole entry, looked up): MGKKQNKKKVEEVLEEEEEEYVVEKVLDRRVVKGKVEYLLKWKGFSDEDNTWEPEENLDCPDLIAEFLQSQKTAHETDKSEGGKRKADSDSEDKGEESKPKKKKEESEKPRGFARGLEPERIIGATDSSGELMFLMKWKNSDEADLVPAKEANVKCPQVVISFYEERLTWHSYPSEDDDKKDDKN
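AlphaScreen: HP1-beta (50 nM) preformed 30 min with biotin-H3(1-18)K9me3 peptide (50 nM) in PBS pH 7.4, 0.01% Tween-20. Compound added for 30 min at RT, then streptavidin donor/nickel chelate acceptor beads (10 ug/mL) for 30 min.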
An asterisk follows results filed as active; i = inactive; ? = inconclusive; nt = not tested or not shown; & = joins results of further samples; [ ] = another dose, or the depositor's remark. Unless noted, calls follow the shape of the dose curve; as a rule, active = well fitted curve in the direction sought with a large enough effect; inconclusive = small, poorly fitted or top-dose-only effect, or another doubt; inactive = no such curve, though single readings can be large; an effect the other way counts as inactive or inconclusive. Rows were taken by chance. About 11% of those tested had a hit in this group.

| BAZ2B block | JMJD2A Tudor inh | ERG-DNA inh | Pin1 inhibitor | PI4K2A inh | GLS inh | G9a block | Compound | PGK inhibitor | HP1b binding inh |
| --- | --- | --- | --- | --- | --- | --- | --- | --- | --- |
| -2% | 10% | 5% | -11% | 0 | -7% | nt | C=CCNC(=O)C(C)N1c2cccc3cccc(c23)S1(=O)=O (stereo unspecified) | i | 55%[activator] |
| 9% | 11% | 7% | -1% | 2 | 0% | -7% | COc1ccc(OC)c(CN2C(=O)c3ccccc3C2C(=O)NCC2CCCO2)c1 (stereo unspecified) | 5% | 31% |
| 3% | -2% | -1% | 3% | 5 | -1% | 14% | Cc1sc2ncn(CC(=O)NCCCC(=O)N3CCC(C)CC3)c(=O)c2c1C | -7% | 40%[activator] |
| 6% | -18% | -1% | 1% | -2 | 6% | 17%[59 µM] | Cc1ccc(S(=O)(=O)C(CNC(=O)Cc2ccc(Cl)cc2)c2cccs2)cc1 (stereo unspecified) | 9% | 18%[57 µM] |
| -6% | -15% | -14% | -2% | -2 | -10% | -7% | Cc1ccc(S(=O)(=O)NCC2CCC(C(=O)NCc3cccs3)CC2)cc1 (stereo unspecified) | 2% | ? |
| 0% | -8% | 1% | 4% | 6 | -11% | 8% | CNS(=O)(=O)c1cccc(C(=O)OCC(=O)Nc2ccc(Cl)cc2F)c1 | i | 11% |
| 6% | -2% | -1% | -5% | -6 | -15% | 36% | CCOc1ccc(C(=O)Nc2cccc(SC)c2)cc1 | -2% | 30% |
| -1% | -28% | -10% | 1% | 2 | 24% | ? | CCN(c1ccc(NC(=O)COC(=O)c2ccc([N+](=O)[O-])o2)cc1)C(C)C | i | -13% |
| -9% | -6% | 2% | 0% | 0 | 2% | 17% | O=C1NC(=O)c2cc(Oc3ccc([N+](=O)[O-])cc3)ccc21 | -2% | 23% |
| 4% | -21% | -2% | 4% | 2 | -17% | 8%[59 µM] | O=S(=O)(c1ccc(Oc2ccc(Cl)cc2)c(S(=O)(=O)N2CCCCC2)c1)N1CCCCC1 | -6% | 12% |
| 0% | -15% | -8% | -1% | 0 | -2% | -1%[59 µM] | Cc1ccc(NC(=O)c2sc3ncnc(N(C)C4CCCCC4)c3c2C)c(C)c1 | i | 33% |
| ? | -13% | 5% | -12% | -18 | 63%[activator] | ? | O=C(CCN1C(=O)S/C(=C\c2ccc(F)cc2)C1=O)Nc1ccc(C(=O)O)c(O)c1 | i | 22%[57 µM] |
| -13% | -19% | 2% | 12% | -1 | -4% | ? | O=C(Nc1cccc(C(=O)N2CCN(c3ccc(F)cc3)CC2)c1)c1nsc2ccccc12 | i | 19%[57 µM] |
| -32% | 18µM* | -9% | 1% | 3 | ? | ? | Cc1ccc2nc(CCl)[n+]([O-])c(-c3ccccc3)c2c1 | 0% | 9% |
| 9%[57.1 µM] | ? | -10% | 0% | 2 | -10% | 6%[59 µM] | COc1cc(Nc2ncnc3onc(-c4ccc(Cl)cc4)c23)cc(OC)c1 | 5% | 29% |
| -10% | -9% | 1% | -6% | 4 | 0% | 6%[59 µM] | COc1ccc(CNC(=O)C(=O)NCC(c2cccs2)S(=O)(=O)c2cccs2)cc1 (stereo unspecified) | -4% | 1% |
| ? | ? | 2% | -1% | -11 | 85%[activator] | 15%[59 µM] | Cc1ccc(-n2c(N)c(C(=O)Nc3c(C)n(C)n(-c4ccccc4)c3=O)c3nc4ccccc4nc32)cc1 | -6% | 33% |
| 40%[activator] | -17% | -2% | 7% | -5 | 5% | 1%[59 µM] | CN(C)CCCNC(=O)C(=O)NCC(c1ccc2c(c1)OCO2)N1CCOCC1 (stereo unspecified) | i | 42%[57 µM] |
| -1% | -20% | 4% | 9% | -3 | 0% | 75%[activator] | CC(OC(=O)CNC(=O)c1ccc2ccccc2c1)C(=O)NC1CCCCC1C (stereo unspecified) | i | 12%[57 µM] |
| 57%[activator] | 22% | 8% | -1% | -1 | 5% | 12%[2.33 µM] | COc1cccc2c1C(=O)C[C@]1(CCCC[C@@H]1C)O2 | i | 65%[activator] |
| 3% | -28% | -3% | 74%[activator] | -2 | 0% | 22%[59 µM] | N=C1SC(c2ccccc2)C(=O)N1c1ncc(Cc2ccccc2Cl)s1 (stereo unspecified) | 4% | 28% |
| 27% | -12% | -2% | 6% | 1 | -5% | 23% | COC(=O)C1CN(C(=O)c2cccc(OC(F)F)c2)c2ccccc2O1 (stereo unspecified) | i | 10% |
| nt | -24% | -3% | 2% | 0 | -6% | nt | C[C@]12C(=O)N(c3ccc(F)cc3)C(=O)N1[C@H]1c3ccccc3OC[C@@H]1[C@H]2c1ccccc1 | 4% | 22% |
| 0% | -17% | -2% | -1% | 9 | 7% | -4%[59 µM] | O=C(CSc1nnc(-c2ccncc2)o1)NCc1ccc(Cl)cc1 | -3% | 18% |
| ? | 6% | 5% | -5% | 4 | -5% | ? | O=C(C1=C(O)C(=O)N(CCN2CCOCC2)C1c1ccc(Br)cc1)c1cc2ccccc2o1 (stereo unspecified) | -5% | 29% |
| 2% | -14% | -12% | -1% | -1 | -2% | -27% | CCc1ccccc1NC(=O)CN1CCN(C(=O)c2ccc(OCc3cn4ccccc4n3)cc2)CC1 | -1% | -7% |
| 5% | -1% | nt | -2% | -1 | 15% | ? | CC(OC(=O)c1ccc(Cl)nc1)C(=O)Nc1ccc(S(=O)(=O)N2CCCC2)cc1 (stereo unspecified) | 6% | 12% |
| 45µM* | 50µM* | -2% | 5% | 0 | 1% | ? | Cc1cc(/C([O-])=C(/C(=S)Nc2ccc(F)cc2)[n+]2ccccc2)c(C)n1-c1ccc(F)cc1 | i | nt |
| 3% | -22% | -6% | -3% | -10 | 0% | ? | NS(=O)(=O)c1ccc(NC(CNS(=O)(=O)c2ccccc2)c2ccccc2)cc1 (stereo unspecified) | -3% | 25% |
| -15% | -24% | -1% | 4% | 0 | 0% | 0%[59 µM] | CC1CCCN(Cc2c(O)ccc3c(=O)c(-c4ccc(Cl)cc4)c(C(F)(F)F)oc23)C1 (stereo unspecified) | nt | 12% |
| -11% | -27% | 0% | -13% | -2 | 15% | 19%[59 µM] | CC1CCCCC1NC(=O)CSc1ccc([N+](=O)[O-])cc1 (stereo unspecified) | -8% | 12% |
| ? | 7.1µM* | -2% | 5% | 6 | 12% | ? | Nc1c2c(nc3ccccc13)N(C1CCCCC1)CC2 | -5% | -18% |
| 0% | -10% | 6% | -1% | -1 | ? | 11µM* | NS(=O)(=O)c1ccc(NNC(=O)c2ccc(F)cc2F)cc1 | 9% | 42% |
| -18% | -21% | 7% | 0% | 3 | 37%[activator] | ? | Cc1cc(N2CCN(C)CC2)nc2ccc(NC(=S)NCCCN3CCN(C)CC3)cc12 | i | 9%[57 µM] |
| -39% | -23% | 9% | -5% | -3 | 1% | 16% | Cc1ccc(CC2SC(N)=NC2=O)cc1 (stereo unspecified) | i | 55%[activator] |
| 2%&5% | 11%&4% | -7%&5% | ? | 0&-2 | 5%&25% | 12% | CCCN1CCN(CCCNC(=O)c2cc3c(s2)-c2c(C)cccc2OC3)CC1 | -4%&2% | 59%&34%[activator] |
| ? | ? | nt | -6% | -2 | -2% | 56µM* | CC(=O)C1=C(O)C(=O)N(CO)C1c1ccccc1F (stereo unspecified) | 7% | 21% |
| 3% | -17% | -3% | 1% | 3 | -3% | nt | Cc1ccc(S(=O)(=O)CCSc2nccn2C)cc1 | i | 35% |
| 7% | -23% | 2% | -3% | 4 | -25% | 13% | COc1ccc(N2C(=O)CCC(C(=O)NCc3ccccn3)C2c2ccc(F)cc2)cc1 (stereo unspecified) | -7% | 3% |
| nt | -3% | -5% | 2% | 4 | -8% | 9%[59 µM] | COCCN1Cc2cccc(C(=O)Nc3ccc(C)cc3C)c2C1=O | -5% | 37% |
| 8% | 22% | -3% | -2% | 0 | -5% | 5%[59 µM] | COc1ccc(-c2cc3nc(-c4ccccc4)cc(C(F)(F)F)n3n2)cc1 | -23% | 39% |
| ? | ? | 6% | 3% | -10 | 7% | 8%[59 µM] | CN(C)c1ccc(CNC(=O)c2cnc3sc(N4CCOCC4)nn3c2=O)cc1 | 2% | 1% |
| -2% | 19%[57.1 µM] | 9% | -2% | -10 | -7% | 63%[activator] | Cc1cccc(-c2nc(-c3ccncc3)no2)c1 | -10% | 59%[activator] |
| 3% | -14% | 2% | -2% | -1 | 10% | -43% | O=C(O)c1ccc(NC2CC(=O)N(Cc3ccccc3)C2=O)cc1 (stereo unspecified) | -3% | 47%[activator] |
| -25% | -29% | 1% | 15% | -1 | 8% | -36% | O=C(NCC(c1cccs1)N1CCOCC1)c1cc(-c2ccc(F)cc2)nc2ccccc12 (stereo unspecified) | -1% | 20% |
| 22% | 3% | 4% | 2% | -2 | -2% | -32% | O=c1c2ccccc2[nH]c2ccc(F)cc12 | -9% | 53%[activator] |

Single entries from the list.
Value for `Cc1ccc(NC(=O)c2sc3ncnc(N(C)C4CCCCC4)c3c2C)c(C)c1` under JMJD2A Tudor inh: -15%
Value for `O=C(O)c1ccc(NC2CC(=O)N(Cc3ccccc3)C2=O)cc1` (stereo unspecified) under GLS inh: 10%
